# pAkt inh = Akt phosphorylation inhibition. AID 651550. 360,000 tested, 0.32% active. Neuro2A IGF-stimulated pAkt S473 HTRF, 20 min; stronger effect = lower value. activity change, % for hits at 50 µM; in the data active = activity change below about -80%; inconclusive = mostly about -51% to -80%; also: % is scaled to controls: 0 for no effect and ±100 for the full control effect
#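 Neuro2A cells (4,500/well, DMEM with 0.5% FBS) were treated with compound at a single 50 µM final concentration, stimulated with 6 nM IGF for 20 min at 37 °C, and lysed. Phospho-Akt Ser473 was read by HTRF as 665/615 ratio ×10^4.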
# Mm-Cpn inhibitor = M. maripaludis TRiC chaperonin inhibition | purified Mm-Cpn ATPase, ADP Transcreener TR-FRET | Potency, µM (series often up to 76.9 µM), without a hit: at the top dose activity, negative = inhibition, actives largely listed as inhibitors | 330,000 tested, 0.031% active | AID 504842; also: potency is read from the fitted curve at half-maximal effect; % is scaled to controls: 0 for no effect and ±100 for the full control effect; nearly all actives have a fitted effect of over 80% in size
#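 ATP (10 uM final) was added to archaeal chaperonin (25 nM final) after 10 min exposure to test compound at 37°C; after 30 min further incubation, ADP was detected by competitive TR-FRET.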
# A549 tox = counter-screen for Nrf2 inhibitors: cytotoxicity in A549 cells. AID 504648. A549 ARE-Fluc cells, CellTiter-Fluor viability, 18-24 h. 390,000 tested, 0.16% active. Potency, µM (highest dose often 46 µM), inactives show top-dose activity change, negative = cytotoxicity, usual class: inhibitors; also: potency is read from the fitted curve at half-maximal effect; % is scaled to controls: 0 for no effect and ±100 for the full control effect
#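 Cytotoxicity counterscreen: CellTiter-Fluor fluorescence was measured in A549 ARE_Fluc cells after 18-24 h of compound exposure in a concentration series. The subsequent BugLite luminescent read reports ARE-luciferase activity.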
# HepG2 viability = HepG2 cytotoxicity, counter-screen for TGF-b inhibitors; HepG2 CAGA-GFP viability, ATP luminescence, 18 h; Potency, µM (series often up to 46.1 µM), inactives show top-dose activity change, negative = cytotoxicity, most hits filed as cytotoxic; 410,000 tested, 0.76% active; also: potency is read from the fitted curve at half-maximal effect; some results filed as inactive show a strong effect at the top dose
#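 CellTiter-Glo luminescence gave cytotoxicity after 18 hours at 37 degrees C. The cells were HepG2 CAGA-GFP in 1% FBS DMEM, stimulated with 500 pg/mL TGF-beta after compound addition. %Activity was normalised to no-cell wells (complete cell-killing) and DMSO (no toxicity), and curves were fitted and classified.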
# TGFb inhibitor = inhibitors of TGF-b signaling; HepG2 CAGA-GFP TGF-b/SMAD3 reporter, GFP fluorescence, 18 h; TGF-beta stimulated, 500 pg/mL final; Potency, µM (titrated, usually from 46.1 µM), for inactives: top-dose activity, negative = inhibition, actives largely listed as inhibitors; 410,000 tested, 1.2% active; AID 588855; also: potency is read from the fitted curve at half-maximal effect; % is scaled to controls: 0 for no effect and ±100 for the full control effect; nearly all actives have a fitted effect of over 65% in size
#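 Using HEPG2 CAGA-GFP reporter cells at 1000 cells/well, we pinned test compounds, stimulated with recombinant TGF-beta (500 pg/mL final) and measured total well GFP after 18 h.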
# CCT chaperon mod = modulators of cytosolic chaperonin (CCT/TRiC) activity; 360,000 tested, 0.3% active; purified chaperonin ATPase assay, HTRF ADP detection, 30 min; AID 651819; activity change, % (no concentration beside the values), hits read low; in the data active = activity change below about -30%; also: % is scaled to controls: 0 for no effect and ±100 for the full control effect
#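 TRiC (40 or 20 nM final, by batch activity) in 30 mM Tris pH 7.4, 100 mM KCl, 5 mM MgCl2, 1 mM DTT was treated with compound at 76 uM single dose, then 10 uM ATP, 30 min at 37 °C. ADP was read by HTRF Transcreener.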
# S2 tox = reduces viability in counter-screen for ATXN expression inhibitors. S2 cells (HEK-293 line with an ATXN2-luciferase reporter) viability, CellTiter-Fluor protease fluorescence, 24 h. Potency, µM (series often up to 56.7 µM), actives largely listed as cytotoxic. 400,000 tested, 0.49% active. AID 651635; also: potency is read from the fitted curve at half-maximal effect; nearly all actives have a fitted effect of over 40% in size
# Nrf2 ARE act = Nrf2 pathway activation; AREc32 ARE-luciferase reporter (MCF7-derived line), luminescence, 24 h; Potency, µM (titrated, usually from 46.1 µM), for the others: at the highest dose activation, usual class: activators; 410,000 tested, 0.31% active; also: potency is read from the fitted curve at half-maximal effect; % of control where 0% means no effect; nearly all actives have a fitted effect of over 65% in size
#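 Cells of the AREc32 ARE-luciferase line are plated in OPTI-MEM containing 5% FBS and left overnight at 37 deg C. Compounds are pinned in, incubation continues 24 hr, and firefly luciferase signal is then measured.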
# Nrf2 block = Nrf2 pathway inhibition; A549 ARE-Fluc reporter, luciferase luminescence, 18-24 h; Potency, µM (titrated, usually from 46 µM), without a hit: at the top dose activity change, negative = inhibition, usual class: inhibitors; 360,000 tested, 2.1% active; AID 504444; also: potency is read from the fitted curve at half-maximal effect; % is scaled to controls: 0 for no effect and ±100 for the full control effect; nearly all actives have a fitted effect of over 60% in size
#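 Two sequential reads on A549 ARE_Fluc cells exposed to compound for 18-24 h: a CellTiter-Fluor fluorescence read for viability, then a luciferase luminescence read for Nrf2/ARE activity.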
# * = called active by the depositor; i = inactive; ? = inconclusive; / = no result given; [ ] = remark or other dose. Unless noted, calls follow the shape of the dose curve; as a rule, active = well fitted curve in the direction sought with a large enough effect; inconclusive = small, poorly fitted or top-dose-only effect, or another doubt; inactive = no such curve, though single readings can be large; an effect the other way counts as inactive or inconclusive.
1: CC1CC(C)CN(C(=O)COC(=O)c2cn(C)c3ccccc23)C1 (configuration not stated)
2: CCCCCCCCN=Cc1c(O)[nH]c(=O)[nH]c1=O
3: CC(C)(Cl)[N+](=O)[O-]
4: COC(=O)C1=C(c2ccc(F)cc2F)C[C@@H]2CC[C@H]1N2C(=O)N1CCCC1
5: CC(C)c1ccc(C(O)P(=O)(OCc2ccccc2)c2ccc(N(C)C)cc2)cc1 (configuration not stated)
6: CCCCCCOc1ccc(CN2CCN(C)CC2)cc1
7: CCOc1ccc(-n2c(-c3cccs3)nc3ccccc3c2=O)cc1
8: COc1ccc(NC(=O)c2cn(CCC#N)nc2-c2cccc(Br)c2)cc1
9: COc1ccc(-[n+]2c(-c3ccccc3)cc(-c3ccc(C)cc3)cc2-c2ccccc2)cc1
10: O=C(Nc1ccc(Cl)cc1C(=O)c1ccccc1Cl)c1ccco1

compound no.,1,2,3,4,5,6,7,8,9,10
pAkt inh,i,i,/,i,i,i,i,i,i,i
Mm-Cpn inhibitor,-1%,3%,2%,-5%,-1%,1%,-5%,1%,2%,1%
A549 tox,0%,11%,3%,-1%,-13%,-1%,-1%,0%,?,-14%
HepG2 viability,-8%,13%,-3%,-4%,-82%,-47%,-9%,-2%,-33%,-14%
TGFb inhibitor,-1%,20%,2%,7%,?,39%,2%,-8%,7.1µM*,5%
CCT chaperon mod,-1.9,-4.4,0.3,-0.2,0.2,-1.0,-1.0,-7.9,2.2,1.0
S2 tox,i,i,i,i,?,i,i,i,?,i
Nrf2 ARE act,-0.5%,-0.5%,-0.2%,0.2%,0.1%,-1.1%,-0.6%[9.22 µM],-1.2%,0.2%,0.4%
Nrf2 block,-4%,5%,6%,2%,-26%,/,-23%,?,21µM*,14%

11: CCOc1cc2c(cc1OCC)-n1cccc1C(c1cccc(OCC)c1O)NC2 (configuration not stated)
12: CC(=O)N1N=C(c2cccnc2)OC1c1ccccc1Cl (configuration not stated)
13: CO[C@H]1C=CCCC=CC(=O)O[C@H]([C@H](C)C(=O)CCCC2CC(=O)NC(=O)C2)C(C)=C[C@@H](C)[C@@H]1O
14: CC(C)OP(=O)(OC(C)C)C(O)c1ccc2c(c1)OCO2 (configuration not stated)
15: CC1CN=C(Nc2cccc3ccccc23)S1 (configuration not stated)
16: COc1ccc2c3c1OC1C(=O)CC[C@@]4(O)[C@@H](C2)N(C)CC[C@]314 (some centres not stated)
17: Cc1ccsc1C(=O)C1CCCN(Cc2cccc(OCCO)c2)C1 (configuration not stated)
18: O=C(N1CCCCCC1)N1CC1
19: COC(=O)C1=C(c2ccc(F)cc2F)C[C@@H]2CC[C@H]1N2C(=O)N1CCC(C)CC1
20: COc1cccc(-n2c(-c3ccoc3)nc3ccccc3c2=O)c1

compound no.,11,12,13,14,15,16,17,18,19,20
pAkt inh,i,i,i,i,/,i,i,i,i,i
Mm-Cpn inhibitor,-2%,1%,/,-2%,0%,2%,-2%,/,0%,1%
A549 tox,0%,-5%,/,1%,0%,-14%,-1%,-7%,-11%,-21%
HepG2 viability,-21%,13%,/,17%,-22%,-8%,-24%,4%,-3%,10%
TGFb inhibitor,0%,7%,/,10%,-9%,-27%,-15%,10%,-11%,-1%
CCT chaperon mod,-0.8,3.5,2.1,-3.1,-0.9,-4.3,1.5,1.5,-0.6,-1.8
S2 tox,i,i,i,i,i,?,i,i,?,i
Nrf2 ARE act,3.4%,0.3%,-0.6%,-0.3%,2.9%,23%,-0.3%,-0.5%,-1.2%,-0.4%
Nrf2 block,-9%,2%,/,4%,10%,0%,-2%,6%,?,12%

21: Clc1ccc(Cn2ccnc2)cn1
22: Cc1cccc(OCC(=O)N2CCN(Cc3cccnc3)CC2)c1
23: CC(=O)Nc1ccc(OC(=O)N(C)C)cc1
24: CCOc1ccc(NC(=O)c2c(C)nn(Cc3ccccc3)c2Cl)cc1
25: CSCCC(c1nnnn1Cc1ccccc1)N1CCC2(CC1)C(=O)NCN2c1ccccc1 (configuration not stated)
26: Cc1cccc(-n2c(/C=C/c3cn(C)c4ccccc34)nc3ccccc3c2=O)c1
27: COc1ccc(N2C(=O)/C(=C/C=C/c3ccccc3[N+](=O)[O-])C(=O)NC2=S)cc1
28: CN1CCN(c2cn[nH]c(=O)c2Cl)CC1
29: COC(=O)C(O)(c1ccc(N(C)C(=O)OC(C)C)cc1)C(F)(F)F (configuration not stated)
30: CC(C)C12CN3CC(C(C)C)(CN(C1)C3c1ccccn1)C2=O (configuration not stated)

compound no.,21,22,23,24,25,26,27,28,29,30
pAkt inh,i,i,i,i,i,/,i,i,i,/
Mm-Cpn inhibitor,-1%,2%,1%,3%,/,/,-8%,-1%,-2%,/
A549 tox,4%,-2%,/,0%,/,?,-2%,-5%,3%,-13%
HepG2 viability,3%,-3%,1%,-7%,8%,-9%,4%,-3%,-15%,-2%
TGFb inhibitor,-1%,9%,-12%,8%,?,-1%,3%,5%,-11%,-12%
CCT chaperon mod,-1.0,0.8,-0.9,-2.8,-1.9,/,-3.3,-1.8,0.3,/
S2 tox,i,i,i,i,?,i,?,i,i,?
Nrf2 ARE act,0.3%,2.9%,-0.7%,-0.8%,-0.7%,0.0%,4.0%,6.8%,0.1%,-0.7%
Nrf2 block,?,3%,13%,4%,/,?,0%,15%,?,0%

# 3 of these compounds, set out differently:
no.	Structure	pAkt inh	Mm-Cpn inhibitor	A549 tox	HepG2 viability	TGFb inhibitor	CCT chaperon mod	S2 tox	Nrf2 ARE act	Nrf2 block
29	COC(=O)C(O)(c1ccc(N(C)C(=O)OC(C)C)cc1)C(F)(F)F (configuration not stated)	i	-2%	3%	-15%	-11%	0.3	i	0.1%	?
22	Cc1cccc(OCC(=O)N2CCN(Cc3cccnc3)CC2)c1	i	2%	-2%	-3%	9%	0.8	i	2.9%	3%
27	COc1ccc(N2C(=O)/C(=C/C=C/c3ccccc3[N+](=O)[O-])C(=O)NC2=S)cc1	i	-8%	-2%	4%	3%	-3.3	?	4.0%	0%

# More results
31: CN(C)c1ccc(/C=C2/C(=O)NC(=O)N(CCc3ccc(F)cc3)C2=O)cc1
32: CCCCOc1ccc(CNC(=O)c2cc3n(n2)CCCN(Cc2ccc(C)cc2)C3=O)cc1
33: CCOC(=O)CNC(=O)N1Cc2ccccc2-n2nncc2C1
34: O=C(NP(=O)(N1CC1)N1CC1)c1cc(I)ccc1I
35: CN(C)C1(CNC(=O)Cc2ccccc2F)CCCCC1
36: COc1ccc(O)c(C(=O)c2cnn(-c3ccccn3)c2)c1
37: C[C@]12CCC3C(CC[C@@H]4CC(=O)CC[C@]34C)C1CC[C@@H]2O (some centres not stated)
38: Oc1ccc(Br)cc1CN1CCN(c2ccccc2)CC1
39: CC(=O)OC1CCC2(C)C3CCC4(C)C(OC(C)=O)CCC4C3C(C)C2(O)C1 (configuration not stated)
40: CCCCn1nnnc1C(CC)N1CCC2(CC1)C(=O)NCN2c1ccccc1 (configuration not stated)

compound no.,31,32,33,34,35,36,37,38,39,40
pAkt inh,i,/,i,i,i,i,i,i,i,i
Mm-Cpn inhibitor,-1%,/,/,/,2%,1%,-3%,1%,/,/
A549 tox,-5%,-20%,/,-18%,1%,7%,-1%,-2%,-6%,/
HepG2 viability,16%,-2%,9%,-23%,1%,0%,-4%,-4%,-1%,-5%
TGFb inhibitor,14%,?,5%,-20%,-3%,21%,1%,-26%,29%,?
CCT chaperon mod,-0.9,/,-1.1,3.2,1.9,2.8,-1.1,-0.4,-0.2,1.8
S2 tox,i,?,i,i,i,i,i,i,i,i
Nrf2 ARE act,0.6%,1.1%,0.3%,0.1%,1.5%,19%,0.2%,-0.7%,0.3%,-0.8%
Nrf2 block,-8%,/,/,-12%,-6%,?,-16%,7%,3%,/

41: Cn1cccc1/C=C1/C(=O)NC(=O)N(C(C)(C)C)C1=O
42: COc1cc(NC(=O)CN2C3CCC2CC(O)(c2cccnc2)C3)cc(OC)c1 (configuration not stated)
43: CCOC(=O)N(CC)c1ccc(C(O)(C(=O)OCC)C(F)(F)F)cc1 (configuration not stated)
44: O=C(Cc1ccccc1)Oc1cccc(-n2cnnn2)c1
45: C[C@H]1COC2=C1C(=O)C(=O)c1c2ccc2c1CCCC2(C)C
46: COc1cccc(-c2nn(Cc3ccccc3)cc2C(=O)O)c1
47: COP(=O)(OC)C(NC(=O)/C=C/c1ccccc1)C(Cl)(Cl)Cl (configuration not stated)
48: CCCN(CC#CCOc1ccc(OC)cc1)CCC
49: CC(=O)OC1CCC2(C)C(CCC3C2CC(=O)C2(C)C3CC(N3CC3)C2C(C)=O)C1 (configuration not stated)
50: Cc1ccsc1C(=O)C1CCCN(Cc2cnc(N)nc2)C1 (configuration not stated)

compound no.,41,42,43,44,45,46,47,48,49,50
pAkt inh,i,i,i,i,i,i,i,i,i,i
Mm-Cpn inhibitor,0%,0%,1%,3%,/,3%,4%,-2%,/,0%
A549 tox,2%,-3%,1%,15%,-24%,-3%,3%,3%,18µM*,-5%
HepG2 viability,-6%,-31%,20%,2%,10µM*,-7%,-13%,-7%,-13%,-1%
TGFb inhibitor,-9%,-17%,0%,10%,4.5µM*,0%,13%,-17%,0%,9%
CCT chaperon mod,-0.9,-3.2,1.3,0.1,-2.1,0.1,2.6,-1.8,-4.7,1.3
S2 tox,i,i,i,i,?,i,i,i,?,i
Nrf2 ARE act,0.4%,-0.2%,0.4%,-0.6%,-0.8%,6.4%,5.9%,-1.3%,?,0.5%
Nrf2 block,4%,13%,6%,8%,?,1%,3%,2%,14%,6%

# Source: PubChem (National Center for Advancing Translational Sciences (NCATS))

# Not all compounds are listed; the hit share may differ from the screen's.
